# cytoskel mod: cytoskeleton assembly modification; HUVEC TNFa F-actin phalloidin imaging, high content; inhibition, % at 2 µM; actives 0.18% (n = 91,000); AID 836;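 active means inhibition above the batch mean plus 3 SD and confirmed as a hit by visual image inspection, cut at about 30% in these data, passing the limit was not always enough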; further: strong numbers were not always called active
# HUVEC inhibit: inhibitors of human endothelial cell proliferation; HUVEC proliferation, CellTiter-Glo luminescence, 72 h; active compounds read low; viability, % at 10 µM (by protocol); actives 1.1% (n = 86,000); AID 648;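 active means viability at or below 30%; inactive means viability above 30%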;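 further: 100% = median luminescence of DMSO-only cell control wells on each plate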
# HUVEC tox TNFa: HUVEC cytotoxicity counter-screen, TNF alpha stimulated; actives 0.17% (n = 93,000); cell count reduction, % at 2 µM; AID 848; HUVEC TNFalpha-stimulated, Hoechst cell count, imaging;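 active means cell count reduction exceeding the screen mean by over 5 SD, scaled to untreated wells per plate, cut at about 78% in these data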;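 further: cells counted after 24 h of TNF alpha exposure following the 1 h pretreatment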
# Pyk2 oligo antag: blocks oligomerization of human Pyk2 in cells; Q293 cells, Pyk2 FERM NanoBiT luminescence; active compounds read low; z-score (the deposit names both 25 µM and 10 µM); actives 0.83% (n = 99,000); AID 1347419;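 active means Z-score of -3 or lower, scaled per plate to the spread of control and sample wells; inactive means z-score above -3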;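 further: negative z-score means lost luminescence so less FERM oligomerization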
# Fibroblast inh: blocks proliferation of human lung fibroblasts; viability, % at 10 µM; LL 47 human lung fibroblast viability, ATP luminescence; active compounds read low; actives 1.1% (n = 85,000);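 active means viability at or below 50% in the single dose screen; inactive means viability above 50%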;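 further: compound exposure lasted 72 h before the ATP readout; 100% = median luminescence of untreated cell-only wells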
#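 material = human LL 47 lung fibroblast cells | dosing = compounds added from tenfold dosing solution, 0.1% DMSO final | timing = overnight cell rest, 72 h compound treatment at 37 °C | measured by = CellTiter-Glo luminescence measuring cellular ATP | evaluation = % viability versus median cells-only luminescence | control set = cell-only wells, no compound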
# IL1B cytotox: HUVEC cytotoxicity counter-screen, IL-1B stimulated | HUVEC cell count loss, Hoechst imaging | cell count reduction, % at 2 µM | actives 0.41% (n = 94,000);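 active means cell count reduction more than 3 SD above the screen-wide mean, cut at about 70% in these data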;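 further: normalized per plate to untreated control cells as the no-loss baseline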
# H69AR inhibit: growth inhibitors of human H69AR lung tumor cells; actives 6% (n = 85,000); viability, % at 10 µM; AID 598; H69AR lung tumor viability, ATP luminescence, 72 h; active compounds read low;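 active means viability at or below 40%; inactive means viability above 40%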;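 further: multidrug resistant small cell line overexpressing MRP-1 efflux transporter; 100% = mean luminescence of untreated control wells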
# VCAM1 TNFa inh: reduces TNF alpha induced VCAM1 expression in HUVEC. HUVEC TNFa-induced VCAM-1 immunofluorescence, high-content imaging. actives 0.48% (n = 95,000). inhibition, % at 2 µM. AID 802;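 active means inhibition above the batch mean plus 3 SD, with images confirmed as a hit by eye, cut at about 37% in these data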;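 further: 0% = TNF-stimulated DMSO wells and 100% = unstimulated control wells; not every result past the cut was called active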
# Smad3 inh: Smad3 (human) transcription factor binding inhibition. actives 0.29% (n = 88,000). AID 630. inhibition, % at 25 µM. TR-FRET Smad3/Dy647-FoxH1 peptide binding, europium anti-His. P84022;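 active means compounds that reduce the energy-transfer binding signal between the protein and its labelled peptide by more than half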;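 further: 0% = Smad3 plus labelled peptide maximal FRET and 100% = peptide-only background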
# Target sequence (P84022 whole entry, looked up): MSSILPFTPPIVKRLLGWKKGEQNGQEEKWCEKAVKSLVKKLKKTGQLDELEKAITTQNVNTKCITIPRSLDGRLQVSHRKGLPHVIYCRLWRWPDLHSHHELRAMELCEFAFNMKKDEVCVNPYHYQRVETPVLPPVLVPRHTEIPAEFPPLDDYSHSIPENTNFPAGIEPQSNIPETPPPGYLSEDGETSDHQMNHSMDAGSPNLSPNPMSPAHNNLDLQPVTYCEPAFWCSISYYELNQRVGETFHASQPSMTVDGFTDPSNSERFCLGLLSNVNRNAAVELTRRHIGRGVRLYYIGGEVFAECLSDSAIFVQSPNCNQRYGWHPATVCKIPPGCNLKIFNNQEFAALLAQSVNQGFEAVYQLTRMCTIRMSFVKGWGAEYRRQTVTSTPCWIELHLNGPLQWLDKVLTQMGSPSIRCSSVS
# * marks the source's active call; other numbers are inactive results; nt = no result given; [ ] = remark or other dose. This is a subset; the hit share may differ from the screen's.
# Start of the listing, in advance:
SMILES,cytoskel mod,HUVEC inhibit,HUVEC tox TNFa,Pyk2 oligo antag,Fibroblast inh,IL1B cytotox,H69AR inhibit,VCAM1 TNFa inh,Smad3 inh
CCOC(=O)c1sc(C)c(C(=O)NCC(C)(C)CN(C)C)c1N,-2,94,-17,-0.72,112,-8,86,0,2
COc1cccc(NS(=O)(=O)c2cn(C)c(=O)n(C)c2=O)c1,-5,109,14,nt,97,6,100,-9,-4[fluorescence artefact?]

# This part in full, from the start:
SMILES,cytoskel mod,HUVEC inhibit,HUVEC tox TNFa,Pyk2 oligo antag,Fibroblast inh,IL1B cytotox,H69AR inhibit,VCAM1 TNFa inh,Smad3 inh
CCOC(=O)c1sc(C)c(C(=O)NCC(C)(C)CN(C)C)c1N,-2,94,-17,-0.72,112,-8,86,0,2
COc1cccc(NS(=O)(=O)c2cn(C)c(=O)n(C)c2=O)c1,-5,109,14,nt,97,6,100,-9,-4[fluorescence artefact?]
CCOC(=O)CP(=O)(c1ccccc1)c1ccccc1,nt,91,-2,0.58,96,-6,100,10,12[fluorescence artefact?]
Fc1cc(Br)ccc1NC(=S)NCCc1ccccc1,-16,nt,16,-0.82,nt,39,nt,6,nt
Cc1nc(NC(C)c2ccccc2)c2c3c(sc2n1)CCC3 (stereo not drawn),2,108,-12,0.87,91,3,48,-8,4
Cc1ccc(OCCCn2c(CO)nc3ccccc32)cc1,7,113,-7,0.7,97,-21,99,21,-2
O=C(NCCc1ccccc1)C1(c2ccccc2)CC1(Cl)Cl (stereo not drawn),-14,nt,6,-1.1,nt,nt,nt,4,nt
CC(C)C(=O)N(Cc1ccc2c(c1)OCO2)Cc1ccccn1,28,88,-29,0.46,100,8,80,0,-9
CCCCC(CC)CNC(=O)c1cccs1 (stereo not drawn),-13,117,-27,-0.88,102,-40,106,2,4
O=C1CC(N2CCN(c3ccccc3)CC2)C(=O)N1CCc1ccccc1 (stereo not drawn),nt,100,nt,-0.02,nt,nt,104,nt,1
Cn1c(NC(=O)c2cccs2)c(-c2cccs2)c(=O)c2ccccc21,3,93,12,-0.52,101,10,91,-5,-10[fluorescence artefact?]
Cn1nnnc1SCC(=O)NCc1ccccc1,6,93,nt,0.03,93,14,87,0,4
O=C(NCc1ccco1)C1CCCN1S(=O)(=O)c1ccc2ccccc2c1 (stereo not drawn),20,98,-22,2.1,101,-9,101,-6,3
COC(=O)c1cc(=O)n(Cc2ccc3c(c2)OCO3)c(=Nc2ccc(F)c(Cl)c2)s1,-9,63,-17,nt,69,-10,33*,16,7
CCOC(=O)c1c(C)[nH]c(C(=O)Cn2nnc(-c3ccccc3)n2)c1C,nt,81,nt,1.3,80,nt,61,nt,1
CCNC(=O)/N=C1/NC(=O)C(C(C)C)O1 (stereo not drawn),-20,110,-25,0.75,103,-10,100,9,-6
O=C(O)c1cccc(NC(=O)C2CC(=O)N(Cc3ccccc3)C2)c1 (stereo not drawn),8,97,-19,-0.97,104,-108,nt,8,-2
O=C(CCCSc1ccccc1)Nc1nc(-c2ccccn2)cs1,-10,33,2,0,64,-5,49,9,-3
CCc1ccc(NC(=O)N(CCN(C)C)C(C)c2cccnc2)cc1 (stereo not drawn),-3,108,-5,nt,107,1,101,-8,-11
OCCN(Cc1ccccc1)Cc1cccc(F)c1,11,nt,-8,-0.42,nt,-6,nt,15,nt
COc1ccc(NC(=O)c2nnn(Cc3cccc(F)c3)c2N)c(OC)c1,5,80,-14,nt,84,-4,91,6,-2
CC1CC(=O)Nc2ccccc2S1(=O)=O (stereo not drawn),nt,92,nt,0.74,94,nt,98,nt,-1
O=C(CCCCCN1C(=O)c2ccccc2C1=O)NC1CCCC1,-12,97,-27,1.4,101,-20,101,8,9
COc1ccc(C2C(C(=O)c3sc(C)nc3C)=C(O)C(=O)N2CCN(C)C)cc1OC (stereo not drawn),-8,nt,-7,0.28,nt,16,nt,-2,nt
Cc1cccc(OCC(=O)Nc2ccc(N3CCN(C(=O)c4ccco4)CC3)cc2)c1,23,nt,0,0.36,nt,-6,nt,7,nt
Cc1ccc2[nH]c(=O)c(-c3nc4cc(C)ccn4c3NCc3ccco3)cc2c1,nt,98,nt,-0.29,104,nt,84,nt,3
CCN(CC(=O)Nc1cccc(OC)c1)C(=O)C1CCN(C(=O)Nc2ccccc2)CC1,-35,86,-7,0.02,99,-8,94,12,-7
CC(C)COc1ccc(-c2nnc(-c3ccco3)o2)cc1,nt,103,nt,-0.32,97,nt,85,nt,12
CCn1c(SCC(=O)c2c[nH]c3ccccc23)nnc1-c1cccs1,7,87,-14,-0.79,98,6,46,17,-2
CCc1cccc(NC(=O)Cn2c(=O)oc3cc(S(=O)(=O)N4CCOCC4)ccc32)c1,10,121,-21,nt,99,-14,85,-4,-18
O=C(c1cc2sccc2n1Cc1ccc(F)cc1)N1CCc2ccccc21,2,104,-20,-1.2,96,-11,76,30,4
CN(C)c1ccc(CN(C(=O)C2COc3ccccc3O2)C2CCS(=O)(=O)C2)cc1 (stereo not drawn),nt,89,-24,2,104,-67,78,3,-14
CCCC(=O)NC(C)c1nc2ccccc2n1C (stereo not drawn),-6,95,-11,nt,90,-19,85,9,-2
O=C(Nc1cc(C(F)(F)F)ccc1Cl)C1CCN(c2nnc(-n3cccc3)s2)CC1,nt,81,nt,-1.1,92,nt,74,nt,4
CCOc1ccccc1C1C(C(=O)Nc2ccc(OC)cc2)=C(C)Nc2nc(CCCO)nn21 (stereo not drawn),0,99,-4,nt,103,-3,105,16,10
COc1ccc(Cl)cc1C(=O)N(Cc1nc(-c2cccc(C)c2)no1)C(C)C,7,93,-16,nt,89,10,80,8,3
COCCN(CCOC)Cc1cc(=O)oc2cc3c(cc12)CCC3,-17,102,-10,0.91,98,-15,89,5,10
COCCN1CC(=O)N(c2cccc(C)c2C)C(c2ccc(Cl)cc2)C1=O (stereo not drawn),18,102,-10,0.71,93,0,86,-8,-2
O=C(Nc1cccc2[nH]ncc12)c1ccc(F)cc1,0,nt,-12,-0.65,nt,14,nt,-12,nt
Cc1ccccc1Cn1cccc1/C=C1/C(=N)N2C=CSC2=NC1=O,-11,nt,0,-1.9,nt,-10,nt,4,nt
CCC(SC1=N/C(=C/c2ccccc2OC)C(=O)N1c1ccccc1)C(=O)Nc1cc(C)on1 (stereo not drawn),-7,nt,3,-1.5,nt,4,nt,-11,nt
COc1ccccc1NC(=O)C1=C(C)Nc2nnnn2C1c1ccccc1OC (stereo not drawn),-22,93,7,0.5,102,34,99,29,5
CCOc1ccc(OCC)c(NC(=O)C2CCN(S(=O)(=O)c3cccc4nonc34)CC2)c1,12,76,nt,0.08,104,4,87,-2,4
CCC(=O)OC1=C2C(=Nc3c(c(=O)n(C)c(=O)n3C)C2c2ccccc2)c2ccccc21 (stereo not drawn),-10,89,-3,nt,101,-3,104,-3,7
COc1cc(-c2nnc(COC(=O)c3c4c(nc5ccccc35)CCCC4)o2)cc(OC)c1OC,6,nt,-24,nt,nt,2,nt,-1,nt
Cc1cc(C(F)(F)F)nn1CC(=O)N1CCCCC1C (stereo not drawn),-3,96,-11,-0.06,96,-18,87,14,-15
COc1ccc(S(=O)(=O)N(C)CC(=O)NCc2cccnc2)cc1OC,-3,102,27,0.93,100,2,96,5,-18
Cc1nc2nc(Cc3ccccc3)nn2c(C)c1Cl,14,105,-15,0.86,102,-2,104,6,-15
N#CCCn1cnc2c(=S)nc[nH]c21,0,87,-9,0.96,96,2,92,-8,6
CC(C)Oc1ccc(CCc2n[nH]c(=S)n2Cc2ccccc2)cc1,0,nt,-23,0.2,nt,-48,nt,12,nt
O=C(Nc1ccccc1)N1CCN(c2ncccn2)CC1,22,105,-9,0.23,98,-9,78,5,12
Cc1c(NC2(c3nnnn3-c3ccc(Br)cc3)CCCCC2)c(=O)n(-c2ccccc2)n1C,6,nt,-19,-0.12,nt,12,nt,-4,nt
O=C(C1CCCN(c2ncccn2)C1)N1CCc2ccccc21 (stereo not drawn),0,111,-24,-0.32,105,5,85,25,1
Cc1ccc(-c2ccc(/C=C(\C#N)C(=O)Nc3cc(C)nn3-c3ccccc3)o2)cc1,-3,nt,0,nt,nt,-10,nt,29,nt
COc1ccc(CC(=O)N2CCN=C2SC)cc1,5,98,-31,nt,98,-3,90,3,1
NC(=O)C1CCN(S(=O)(=O)c2cccc(C(=O)O)c2)CC1,6,nt,-4,0.37,nt,15,nt,9,nt
COC(=O)CC1NCCNC1=O (stereo not drawn),19,111,-32,0.23,112,-13,99,2,-8
O=C(NC1CCS(=O)(=O)C1)c1cn(-c2ccccc2)nc1-c1ccccc1 (stereo not drawn),15,93,-19,0.44,89,0,86,-13,-5
Cc1oc(C)c2c(=O)ccc3c(c12)OC(N)=C(C#N)C3c1ccc(F)cc1 (stereo not drawn),nt,90,nt,0.3,74,nt,81,nt,-11
O=C(NC(=S)Nc1ccccc1)c1cc(-c2ccccc2)nc2ccccc12,9,nt,-5,-0.01,nt,-35,nt,-1,nt

# Later entries
SMILES,cytoskel mod,HUVEC inhibit,HUVEC tox TNFa,Pyk2 oligo antag,Fibroblast inh,IL1B cytotox,H69AR inhibit,VCAM1 TNFa inh,Smad3 inh
COc1cccc(N=Cc2ccc(O)cc2O)c1,nt,82,nt,-0.6,95,nt,92,nt,-1
COc1ccc2sc3c(=O)[nH]c4ccccc4c3c2c1,-58,nt,13,-0.4,nt,-40,nt,29,nt
CC(=O)Oc1c(S(=O)(=O)c2ccc(C)cc2)c(C)nn1C(C)(C)C,10,108,0,0.92,102,-17,91,-2,-5
Cn1c(=O)c(C(=O)NC2CCCCCCC2)c(O)c2ccccc21,nt,102,nt,0.26,96,nt,99,nt,6
CN1CCN(S(=O)(=O)c2ccc(Br)c3nsnc23)CC1,nt,101,-24,1,89,-6,2.9*,10,5
N#CNC(N)=Nc1cccc(Cl)c1,-14,91,-18,1.1,94,-14,78,-4,-1
COc1ccc(-c2noc(CN3CCOCC3)n2)cc1OC,-36,100,-47,1.2,98,4,101,8,-14
COCCN(CCOC)c1nc(S(=O)(=O)c2ccc(C)cc2)c(Cl)s1,20,113,-27,-0.41,93,-5,87,-1,-1
COc1ccc(Cc2c[nH]c(=O)[nH]c2=O)cc1,-4,90,8,0.47,93,4,106,0,11
CC1CN(C(=O)c2cc(F)c(F)cc2Cl)CC(C)O1 (stereo not drawn),6,96,-4,-0.32,98,18,92,22,-3
COCCOC(=O)C(C#N)c1nc2ccccc2nc1N1CCN(Cc2ccccc2)CC1 (stereo not drawn),nt,99,nt,0.79,104,nt,83,nt,11
C=CCSc1nc2c(sc3nc(C)cc(C)c32)c(=O)[nH]1,-2,nt,-10,-0.61,nt,-29,nt,-2,nt
COc1ccc(C2C(C(=O)c3sc(C)nc3C)=C(O)C(=O)N2CCN2CCOCC2)cc1 (stereo not drawn),1,100,7,-0.46,103,8,95,6,6
O=C(CSCc1cnn(-c2ccccc2)c1-n1cccc1)N1CCN(Cc2ccccc2)CC1,2,96,-5,-0.3,90,4,77,12,-9
COc1ccc(CN(C(=O)CNC(=O)c2ccco2)C(C(=O)NC2CCCC2)c2ccco2)cc1 (stereo not drawn),-6,96,-24,-0.37,105,2,77,5,8
Cc1ccc(NC2=Nc3ccccc3CC2)cc1,22,106,nt,-0.4,102,-14,80,-18,11
